From PubChem
PGE2 EP2 inh – human EP2 receptor antagonists, primary screen, TR-FRET cAMP, C6 glioma cells | C6 glioma cells expressing human EP2; cells stimulated with saturating PGE2 | inhibition, % at 25 µM | hit rate 0.52% among 260,000 | AID 1422, 2008;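 active = percent inhibition above 40 after rounding to a whole number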;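 note: rat C6 glioma host cells with rolipram phosphodiesterase inhibitor present; the protocol text gives 20 µM as final concentration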
zVAD death inh – inhibitors of zVAD-triggered necroptosis, primary screen, L929 cells; hit rate 0.38% among 220,000; AID 1377, 2008; viability rescue, % at 10 µM; L929 zVAD necroptosis rescue, ATP luminescence, 24 h; with zVAD 60 µM;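 active = activation, scaled between plate controls, above about 75%, limit read from the data; inactive = activation under that limit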;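 note: 0% = zVAD with DMSO and 100% = DMSO alone without zVAD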
Rad51 HR inh – human RAD51 strand exchange inhibitors, primary screen, biochemical, fluorescence; DNA repair protein RAD51 homolog 1 (Homo sapiens), Q06609; hRad51 DNA strand exchange, fluorescence dequenching; inhibition, % at 10 µM; hit rate 0.085% among 200,000; AID 1385, 2008;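 active = inhibition above 40% at the single screening dose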;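 note: 0% = DMSO control wells and 100% = blanks with heterologous ssDNA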
Target sequence (Q06609 whole entry, looked up): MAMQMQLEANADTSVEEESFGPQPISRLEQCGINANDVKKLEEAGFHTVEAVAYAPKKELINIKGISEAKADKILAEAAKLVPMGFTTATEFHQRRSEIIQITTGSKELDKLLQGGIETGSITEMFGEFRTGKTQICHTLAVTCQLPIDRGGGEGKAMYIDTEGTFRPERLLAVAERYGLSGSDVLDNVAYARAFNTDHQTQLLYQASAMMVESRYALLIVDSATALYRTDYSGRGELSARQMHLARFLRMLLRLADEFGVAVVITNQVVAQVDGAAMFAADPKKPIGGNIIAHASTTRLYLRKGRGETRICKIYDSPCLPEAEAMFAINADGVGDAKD
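System: hRad51 filaments on single-stranded DNA; reagent: Fluorescein- and BHQ1-tagged 47-mer duplex; compound dosing: one concentration, 10 µM final; timing: filaments 15 min 37 °C, then compound 30 min; measured by: fluorescein emission 520 nm, excitation 485 nm; benchmarks: per-plate controls and blanks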
Tb hexokinase – Trypanosoma brucei hexokinase 1 inhibitors, primary screen, biochemical, G6PDH-coupled NADH absorbance, MLSCN library; hexokinase 1 [Trypanosoma brucei]; recombinant TbHK1, G6PDH-coupled NADH A340; inhibition, % at 10 µM; hit rate 0.11% among 220,000;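 active = inhibition of 50% or more in the single-dose primary screen; inactive = inhibition below 50%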
14-3-3 Bad PPI – inhibitors of 14-3-3 zeta/Bad binding, primary screen, biochemical, TR-FRET, bovine 14-3-3 zeta; 14-3-3 protein zeta/delta (Bos taurus), P63103; TR-FRET 14-3-3zeta/Dy647-pBad peptide displacement, 1 h; inhibition, % at 21.7 µM; hit rate 0.71% among 220,000;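 active = inhibition above about 70%, limit read from the data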;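 note: 0% = full 14-3-3 plus peptide FRET controls and 100% = background without 14-3-3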
EP2 modulator – EP2 receptor modulators, cAMP readout, primary screen, cell-based, HTRF cAMP, PGE2 stimulation. hit rate 0.83% among 260,000. Prostaglandin E2 receptor EP2 subtype (Homo sapiens), P43116. EP2-expressing cells, cAMP HTRF FRET, PGE2 co-stimulation. induction, % at 25 µM. AID 940, 2007;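 active = compounds whose cAMP rise, as percent of the full-agonist control response, exceeds 60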;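 note: rat C6 glioma line stably carrying human EP2 under a CMV promoter; the protocol text gives 20 µM as final concentration; 100% = response of wells given 1 µM PGE2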
Calpain2 inh – inhibitors of pig calpain II, primary screen, biochemical, fluorogenic peptide substrate, 1536-well; purified calpain II, 30 min; inhibition, % at 16 µM; AID 1236, 2008; hit rate 0.37% among 220,000;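 active = inhibition above about 50%, limit read from the data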
Hck Nef HTS – inhibitors of Nef-activated human Hck kinase, primary screen, biochemical, Z-Lyte FRET, 384-well, Hck-YEEI | inhibition, % at 20 µM | Tyrosine-protein kinase HCK (Homo sapiens), P08631 | Recombinant Hck-YEEI plus Nef, Z-Lyte FRET kinase assay | hit rate 0.68% among 220,000 | AID 463187, 2010;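 active = Hck-Nef kinase inhibition above about 50%, limit read from the data; inactive = inhibition below that limit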;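 note: 0% = DMSO with Hck plus Nef and 100% = Hck alone without Nef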
Target sequence (P08631 whole entry, looked up): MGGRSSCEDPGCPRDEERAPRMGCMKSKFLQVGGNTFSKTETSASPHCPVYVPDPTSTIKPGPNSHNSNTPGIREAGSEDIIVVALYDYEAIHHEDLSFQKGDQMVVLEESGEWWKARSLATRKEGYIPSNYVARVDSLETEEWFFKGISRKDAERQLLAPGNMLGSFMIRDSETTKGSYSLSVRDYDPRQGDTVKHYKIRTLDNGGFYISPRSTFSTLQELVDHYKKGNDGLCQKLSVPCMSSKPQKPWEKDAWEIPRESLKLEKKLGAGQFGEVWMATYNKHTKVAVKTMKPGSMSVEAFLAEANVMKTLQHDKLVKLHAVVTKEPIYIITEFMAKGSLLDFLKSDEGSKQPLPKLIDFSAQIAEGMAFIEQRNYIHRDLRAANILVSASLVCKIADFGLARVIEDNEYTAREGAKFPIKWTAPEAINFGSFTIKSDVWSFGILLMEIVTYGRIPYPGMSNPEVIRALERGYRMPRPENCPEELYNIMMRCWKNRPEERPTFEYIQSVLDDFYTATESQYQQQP
eIF4E-4G inh – eIF4E–eIF4G protein interaction inhibitors, primary screen, biochemical, uHTS, TR-FRET, eIF4GI fragment; Eukaryotic translation initiation factor 4E (Mus musculus) + Eukaryotic translation …; TR-FRET eIF4E-eIF4GI(517-606) binding, 2 h; inhibition, % at 21.7 µM; hit rate 0.37% among 220,000; AID 782, 2007;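 active = inhibition above about 30%, limit read from the data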;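 note: 0% = full FRET control wells and 100% = background wells lacking eIF4GI fragment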
* hit, by the source's call; / = no result given; & = joins results of further samples; [ ] = remark or other dose. Only part of the results is shown; count on the stated rates, not on these rows.

mol	PGE2 EP2 inh	zVAD death inh	Rad51 HR inh	Tb hexokinase	14-3-3 Bad PPI	EP2 modulator	Calpain2 inh	Hck Nef HTS	eIF4E-4G inh
CCCCc1ccc(NC(=S)N2CCCC(C)C2)cc1 (stereo not given)	2	-0.4	-167	3	-10	-31	12	2	-2
CN(C)c1ccc(/C=N/NC(=O)c2nnn(-c3nonc3N)c2COc2ccc(F)cc2)cc1	3	1.3	20	-10	8	-18	-7	15	23
CN1CCc2c(sc3c2C(=O)NC(/C=C/c2ccco2)N3)C1 (stereo not given)	9	0.3	-11	-30	/	/	/	4	/
Cc1nn(-c2ccccc2)c(OC(=O)c2cccs2)c1S(=O)(=O)c1ccc([N+](=O)[O-])cc1	4	0.3	-5	-11	9	-11	16	0	3[fluorescence artefact?]
O=S(=O)(c1ccc(Cl)cc1)N1CCN(c2ccc(N3CCOCC3)nn2)CC1	9	1.7	-4	1	4[fluorescence artefact?]	17	-87	-9	-4
c1ccc(Cn2nnc(CNc3ccccc3)c2-c2c(CNc3ccccc3)nnn2Cc2ccccc2)cc1	8	0.1	12	-3	-8	-21	16	19	-1
O=C(CSc1nc(O)cc(=O)[nH]1)C1CC1	7	0.0	-5	5	-9	21	20	1	-1[fluorescence artefact?]
CCCN1CCN(CCCNC(=O)Cn2nc(-c3ccc(Cl)cc3)ccc2=O)CC1	/	0.1	/	4	-3	4	18	2	-3
CC(C)(C)OC(=O)N/N=C/c1cn(-c2ccccc2)nc1-c1cccnc1	14	70	6	-2	-12	-40	-14	24	1
CCOC(=O)N1CCN(C(=O)/C=C/c2ccc3c(c2)OCO3)CC1	5	1.5	/	-12	-8[fluorescence artefact?]	3	-58	2	4
CCCCNC(=O)c1ccccc1NC(=O)c1ccc2c(c1)OCO2	5	0.1	12	-5	-8	22	6	-1	0
CN(c1ccc(Cl)cc1)c1cc(=O)n(C)c2ccccc12	12	0.1	4	-13	6	28	4	0	-3
O=C(CSc1nc2ccccc2o1)NCc1ccc2c(c1)OCO2	9	1.0	-3	2	4	24	-12	18	-6
N/C(=N\OC(=O)c1ccc(Br)o1)c1cccnc1	13	2.8	5	-6	-8	-31	-33	20	-3
Cc1ccn2cc(-c3cccc(NS(C)(=O)=O)c3)nc2c1	6	12	1	-4	7	-44	-102	10	6
O=C(CNC(=O)C1CCCCC1)Nc1ccccc1Cl	5	0.0	/	2	13	2	22	1	-3
COCc1c(Br)c(C)[nH]c(=O)c1C#N	12	0.3	/	-28	4	20	-120	0	5[fluorescence artefact?]
O=C(CSc1nnc(Cc2cccs2)n1-c1ccccc1)NC1CCCCC1	14	-0.9	-1	-3	12	31	4	3	-3
CSc1nc2ccc(NC(=O)c3nn(C(C)C)c(=O)c4ccccc34)cc2s1	9	0.7	-3	19	-7[fluorescence artefact?]	17	-23	3	-4
CCCCN(C)C(=O)CCC(=O)NNc1nc2ccccc2c2nc(C)nn12	16	0.0	-9	2	-14	-3	-13	2	2
O=C1/C(=C/c2cccs2)CCc2ccccc21	5	-0.1	-1	-12	6	-57	10	1	2[fluorescence artefact?]
C/C(=N/NC(=O)c1ccco1)c1cccnc1	6	1.8	13	-3	-5	37	-18	19	0
Cc1cc(C(=O)COC(=O)CCC(=O)c2ccc3c(c2)OCCO3)c(C)n1Cc1ccco1	26	-0.3	6	14	0	-41	-7	2	-21
CCCOc1ccc(C(=O)NCCC(=O)NCCCC(=O)OCC)cc1	-1	0.6	3	11	9[fluorescence artefact?]	27	-5	-1	-8[fluorescence artefact?]
CCOC(=O)c1cnc(-n2nc(C)cc2C)nc1Oc1ccccc1F	5	-1.0	5	0	-1	39	16	10	-5
COc1ccc(NC(=O)CSc2ncnc3[nH]ncc23)cc1	8	1.0	-5	-8	-4	-12	-17	4	-3
c1csc(-c2noc(COc3ccc4c(c3)CCCC4)n2)c1	11	-0.4	1	13	-1	2	-5	1	-6[fluorescence artefact?]
CN1CCN(C(=O)/C(=C/c2ccccc2)c2ccccc2)CC1	6	-1.1	1	4	-16[fluorescence artefact?]	7	0	-19	4
Cc1ccc2oc(=O)c3cnn(CC(=O)NC4CCCCC4C)c3c2c1 (stereo not given)	8	-0.3	2	-4	-8[fluorescence artefact?]	-4	34	5	3
COc1ccc(CN2CCC(N3CCC(C(=O)N4CCOCC4)CC3)CC2)c(F)c1	5	0.4	/	-13	-7	-31	-2	-8	-2
O=S(=O)(Nc1ccccc1)c1ccc2c(c1)CCO2	7	9.3	16	35	1	-17	6	7	1
Cc1ccc(CSc2nnc(-c3ccncc3)n2CC2CCCO2)cc1 (stereo not given)	10&9	0.3	-5	-4	-3	-3&5	16	0	5
Cc1ncoc1C(=O)N1CCCC(CCC(=O)NCc2ccc(F)c(F)c2)C1 (stereo not given)	3	0.2	11	-3	-11	-5	-16	29	-7
Cc1ccccc1Cn1c(=O)n(CC2CCC(C(=O)NCCc3ccccc3)CC2)c(=O)c2ccccc21 (stereo not given)	7	0.6	-6	21	20[fluorescence artefact?]	25	66*	2	2
CC(=O)c1cccc(NC(=O)c2cc(-c3ccc(C)cc3)on2)c1	8	0.5	0	-6	9[fluorescence artefact?]	0	-16	41	-5
COc1cc2c(cc1OC)-c1nnc(-c3ccco3)n1C1(CCCC1)C2	13	-0.1	0	0	-8	11	-48	9	-5[fluorescence artefact?]
CCCNC(=O)c1cc(-c2ccc(OC)cc2)n(CCCOC)c1C	10	/	/	1	2	18	-3	7	1
COc1cccc(C(=O)NCCCN2CCN(CCCNC(=O)c3cccc(OC)c3)CC2)c1	1	1.3	0	3	-1	8	7	-3	1[fluorescence artefact?]
Nc1nnc(SCC(=O)Nc2sc3c(c2C(=O)c2ccccc2)CCCC3)s1	5	0.1	4	27	-28[fluorescence artefact?]	34	-38	8	7[fluorescence artefact?]
Cc1ccc(S(=O)(=O)N2CC3CCC2C3)cc1 (stereo not given)	11	1.8	2	4	4	31	5	1	3
CCOC(=O)C1(CC2CCCCO2)CCN(S(=O)(=O)c2cccc(F)c2)CC1 (stereo not given)	4	12	-19	-21	-4	-8	30	15	0
COc1ccc(-n2c(O)cnc2Nc2nc(C)cc(C)n2)cc1OC	8	0.7	-3	-3	3[fluorescence artefact?]	4	-17	4	4
COc1ccc(CC(=O)NNC(=O)CSc2nc(C)c(C)c(=O)[nH]2)cc1	5	0.8	23	0	-18	23	-15	-31	1
COCCn1cc(C(=O)c2cc(Br)ccc2O)cc(C#N)c1=O	9	0.5	10	-23	-8	9	-6	-9	0
COc1ccc(-n2c(SCC(N)=O)nc3sc4c(c3c2=O)CCC4)cc1	6	-2.3	-2	-4	10	8	7	11	-2
CCCCN(C(=O)COc1ccc(C)cc1OC)c1c(N)n(CCC)c(=O)[nH]c1=O	5	0.0	-7	1	-6	10	2	0	-6
NS(=O)(=O)c1cccc(NC(=O)COC(=O)CN2C(=O)C3CC=CCC3C2=O)c1 (stereo not given)	7	5.0	4	-6	-16	4	24	16	3
Nc1nc(-c2ccccn2)nc(N)c1Cc1ccccc1F	3	3.9	-7	3	-8	0	9	27	-2
O=C(c1ccc(S(=O)(=O)Cc2cc(F)ccc2F)c([N+](=O)[O-])c1)N1CCCC1	3	-2.2	2	-1	-6	-42	3	26	-3
O=C(NC(NC1CCS(=O)(=O)C1)C(=O)c1cccs1)c1ccccc1 (stereo not given)	6	0.0	7	0	1[fluorescence artefact?]	8	10	0	-9
CC1CN(C(=O)c2ccc(COc3ccc4ccccc4c3)o2)CC(C)O1 (stereo not given)	7	-0.3	7	3	1	-37	11	-12	4
COc1ccc(NS(=O)(=O)c2cc(NC(=O)c3cnccn3)ccc2OC)cc1Br	15	2.0	-2	-7	-3	-52	-9	-17	1
O=C(CCN1CCC(c2cccs2)=N1)c1cccs1	9	1.7	2	-18	-15	-6	-16	-68	-5
Cc1ccc(O)c(C(=O)c2cnc3onc(-c4ccc(F)cc4)c3c2)c1	6	0.6	-10	0	1	-7	-11	1	3[fluorescence artefact?]
c1coc(CNc2c3c(nc4ncnn24)CCC3)c1	8	-0.1	/	2	-6	13	-43	-1	-3
O=C(Nc1nc(-c2ccc(F)cc2)cs1)c1cnccn1	0	-0.4	30	3	6	-4	20	2	6[fluorescence artefact?]
CCOc1ccc(-n2c(=O)cc(N3CCN(c4ccc(F)cc4)CC3)[nH]c2=O)cc1	11	0.3	-5	-1	-10[fluorescence artefact?]	24	-11	2	-12[fluorescence artefact?]
Cc1ccc2nc(-c3ccccc3O)c(Nc3ccc4c(c3)OCCO4)n2c1	11	/	/	-1	1	32	-255	1	2
CCOC(=O)/C(C#N)=C(\N)C(C)C(=O)Nc1ccccn1 (stereo not given)	13	-0.2	-3	2	-7	19	16	0	-6
CCOc1ccc(S(=O)(=O)Nc2ccc(Cl)cn2)c(C)c1C	9	-0.1	3	-1	-1	-22	-8	3	-19[fluorescence artefact?]

Going on with the list.
mol	PGE2 EP2 inh	zVAD death inh	Rad51 HR inh	Tb hexokinase	14-3-3 Bad PPI	EP2 modulator	Calpain2 inh	Hck Nef HTS	eIF4E-4G inh
CC(C)C(OC(=O)c1ccco1)C(=O)NCc1ccco1 (stereo not given)	8	0.7	-2	1	-4[fluorescence artefact?]	4	-60	2	-1[fluorescence artefact?]
CCC(C)N=CC1=C(O)C(C(=O)OC)C(C)(C)CC1=O (stereo not given)	9	-0.6	-2	-7	9	-1	-13	6	-6
CCCCCCOC(=O)NCC(O)c1ccccc1 (stereo not given)	3	-0.2	5	8	-11	-3	-26	5	-3
CCOC(=O)C1=C(C)N(c2ccc(Cl)cc2)C(=O)NC1c1cccc([N+](=O)[O-])c1 (stereo not given)	2	0.9	0	7	4	-9	3	2	0[fluorescence artefact?]
N#CC(=C=[N-])c1nc2ccccc2nc1-[n+]1cccc(NC(=O)c2ccc(F)cc2)c1	10	0.1	2	-11	22	-50	-32	-6	5
CC(=O)c1cccc(NC(=O)N2CCCC2C(=O)NCCc2ccccc2)c1 (stereo not given)	9	0.1	5	-3	-13[fluorescence artefact?]	29	-17	2	-1[fluorescence artefact?]
CCN1CCN(Cc2ccc(NC(=O)Nc3ccccc3)cc2)CC1	18	9.1	4	0	13	-56	-2	11	-1[fluorescence artefact?]
O=C(/C=C/c1ccco1)Nc1ccc(N2CCCC2)cc1	6	1.9	0	-3	5[fluorescence artefact?]	-20	-12	10	14[fluorescence artefact?]
